Bioassay records (PubChem BioAssay)
aSyn rescue: qHTS of alpha-syn Inhibitors. Yeast expressing alpha-synuclein, growth rescue, BacTiter-Glo, 24 h. Potency, µM (highest dose often 46.1 µM), without a hit: at the highest dose growth rescue (activation), most hits filed as activators. 370,000 tested, 0.14% active. AID 652106, 2013; note: potency is the fitted concentration of half-maximal effect; % of control where 0% means no effect; nearly all actives have a fitted effect of over 65% in size
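Screening used galactose-induced yeast with toxic alpha-synuclein levels, exposed to compound for 24 hr at 30 deg C. Cell growth, read with BacTiter-Glo luminescence, gave the measured signal.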
TDP-43 yeast inh: qHTS of TDP-43 Inhibitors. TDP-43 expressing yeast growth rescue, BacTiter-Glo, 24 h. AID 652104, 2013. 410,000 tested, 1.8% active. Potency, µM (top dose mostly 46.1 µM), inactives show top-dose growth rescue (activation), most hits filed as activators; note: potency is the fitted concentration of half-maximal effect; % of control where 0% means no effect; nearly all actives have a fitted effect of over 50% in size
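Readout is BacTiter-Glo luminescence of cell growth, so inhibitors register as activators. TDP-43-expressing yeast at OD600=0.02 in galactose medium, after raffinose pregrowth to mid-log, were incubated with compound for 24 hr at 30 deg C.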
FUS yeast rescue: qHTS for Suppressors of FUS Proteinopathy: Primary screen using FUS-linked yeast assay. S. cerevisiae FUS-expressing, growth rescue, OD600, 24 h. Potency, µM (top dose mostly 76.6 µM), for inactives: top-dose growth rescue (activation), hits mostly activators. 390,000 tested, 0.24% active. AID 1347120, 2019;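 note: potency is the fitted concentration of half-maximal effect; plate controls were DMSO vehicle for no effect and reference control for full effect; nearly all actives have a fitted effect of over 55% in size; some results filed as inactive show a strong effect at the top dose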
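Compound concentration series was pinned onto galactose-induced FUS-expressing yeast seeded at OD 0.005. Plates sat 24hr at 30C; absorbance at 600 nm gave growth. DMSO served as background control.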
EPAC2 antag: qHTS for Antagonist of cAMP-regulated guanine nucleotide exchange factor 2 (EPAC2): primary screen. EPAC2 GEF exchange of Rap1B-BODIPY-GDP, fluorescence. Potency, µM (top dose mostly 114 µM), for the others: top-dose activity, negative = inhibition, hits mostly inhibitors. 360,000 tested, 0.18% active; note: potency is the fitted concentration of half-maximal effect; % is set by controls: 0 for no effect and ±100 for the full control effect; nearly all actives have a fitted effect of over 45% in size; many of its hits are not listed in these tables
EPAC2 agonist: qHTS for Agonist of cAMP-regulated guanine nucleotide exchange factor 4 (EPAC2): primary screen | Potency, µM (doses to about 154 µM), without a hit: top-dose activation, most hits filed as activators | 360,000 tested, 0.079% active | EPAC2 activation, biochemical qHTS; response scale: 100% = 6.5 mM cAMP response; note: potency is the fitted concentration of half-maximal effect; nearly all actives have a fitted effect of over 50% in size
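Each well held 100 nM EPAC2, 250 nM RAP1B-BODIPY-GDP and 50 uM GDP. Fluorescence, read at 5-min intervals to 30 min, was referenced to a 6.5 mM cAMP positive control.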
D3 antag: qHTS of D3 Dopamine Receptor Antagonist: qHTS; D(3) dopamine receptor (Homo sapiens), P35462; D3R cells, DiscoveRx beta-arrestin luminescence, antagonist mode; active compounds read low; max response, negative = inhibition, %; 360,000 tested, 2.5% active; AID 652054, 2013; in the data active = max response below about -50%; inconclusive = no clear call, values can overlap the other calls; note: % is set by controls: 0 for no effect and ±100 for the full control effect; mostly tested at two doses, the higher about 12 µM
Target sequence (P35462 whole entry, looked up): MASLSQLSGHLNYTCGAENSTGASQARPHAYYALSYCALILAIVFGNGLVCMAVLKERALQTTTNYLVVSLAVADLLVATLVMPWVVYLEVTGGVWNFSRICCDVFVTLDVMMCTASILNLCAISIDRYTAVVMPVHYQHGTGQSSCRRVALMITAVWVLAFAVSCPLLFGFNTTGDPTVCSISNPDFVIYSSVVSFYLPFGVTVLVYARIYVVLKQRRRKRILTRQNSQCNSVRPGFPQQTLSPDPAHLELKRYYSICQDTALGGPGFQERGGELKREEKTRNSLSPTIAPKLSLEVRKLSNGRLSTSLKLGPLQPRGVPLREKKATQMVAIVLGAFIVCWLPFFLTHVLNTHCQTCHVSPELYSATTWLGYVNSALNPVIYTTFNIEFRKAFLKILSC
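Cells expressing the human receptor were seeded at 1500 cells/well, incubated overnight at 37 degrees C in 5% CO2, then exposed to library compounds with dopamine controls for 90 minutes at 37 degrees C before luminescent detection.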
Abeta yeast res: qHTS for compounds that reverse cellular toxicity of Amyloid beta (A-beta) peptide in yeast: Primary Screen. yeast expressing A-beta42, growth rescue, OD600, 48 h; response scale: 0% DMSO, 100% iron-clioquinol control. Potency, µM (doses to about 46.1 µM), for inactives: at the highest dose growth rescue, hits mostly activators. 410,000 tested, 0.063% active. AID 1347071, 2019; note: potency is the fitted concentration of half-maximal effect; nearly all actives have a fitted effect of over 55% in size
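Yeast A-beta toxicity model in growth medium with pinned compounds, 48 h at 30 C; growth read as absorbance at 600 nm. Normalized to FeCl3/clioquinol equimolar mix (positive) and DMSO (negative).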
DRD3 agonist: qHTS of D3 Dopamine Receptor Agonist: qHTS; 410,000 tested, 0.58% active; max activation, %; D3R DiscoveRx beta-arrestin cells, luminescence, 90 min; in the data active = max activation above about 30%; note: 0% is about no effect; mostly tested at two doses, the higher about 12 µM
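Cells at 1500/well, incubated overnight, then treated with pinned compounds (dopamine as control) for 90 min at 37 degrees C. DiscoveRx reagent added for 30 - 60 minutes at room temperature; luminescence read.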
Starred values were filed as active, the others as inactive; ? = inconclusive; nt = not tested or not shown; [ ] = remark or other dose. Unless noted, calls come from the whole dose curve; as a rule, active = well fitted curve in the direction sought with a large enough effect; inconclusive = small, poorly fitted or top-dose-only effect, or another doubt; inactive = no such curve, though single readings can be large; an effect the other way counts as inactive or inconclusive. The list is partial; rates above refer to the full screens.

SMILES	aSyn rescue	TDP-43 yeast inh	FUS yeast rescue	EPAC2 antag	EPAC2 agonist	D3 antag	Abeta yeast res	DRD3 agonist
O=C(CN(C(=O)c1csnn1)c1ccc(Cl)cc1)NC1CCCC1	-2%	2%	10%	-8%	7%	2	15%	7
CCOC(=O)c1c(-c2cccs2)csc1NC(=O)CN1CCOCC1	2%	?	37%	-4%	4%	40	21%	7
CC(C)c1ccc(-c2nnn(Cc3nc4ccccc4s3)n2)cc1	0%	22%	?	-15%	5%	-72*	-13%	-4
Cc1nc(N2CCOCC2)c2c(C(=O)NCc3cccc(Cl)c3)c(C)oc2n1	nt	18%	14%	nt	nt	nt	-10%	4
CCN1C(=O)[C@H]2[C@@H](c3ccc(-c4ccccc4)cc3)N[C@@](Cc3ccccc3)(C(=O)OC)[C@H]2C1=O	1%	-8%	0%	7%	-10%	0	-17%	-11
O=C(COC(=O)c1ccc(S(=O)(=O)N2CCOCC2)cc1)NC1CCCC1	4%	6%	-2%	0%	3%	18	1%	0
Cc1ccc(Cn2c(NS(=O)(=O)c3ccccc3)nc3ccccc32)cc1	-4%	-9%	7%	-11%	7%	-27	0%	-7
COc1cccc(OCCc2c(C)n[nH]c2C)c1	1%	9%	22%	12%	0%	39	?	4
CN(C)CCCNC(=O)C1(O)c2cc(Br)ccc2NC(=O)N1c1ccc(Cl)cc1 (stereo unspecified)	-1%	3%	8%	-4%	9%	15	5%	6
CC(C)Cn1c(N)c(C(=O)COC(=O)c2ccc3ccccc3n2)c(=O)n(C)c1=O	-15%	3%	?	11%	-12%	-11	-4%	-2
CCOC(=O)/C(C#N)=C/c1cc2cc(C)c(C)cc2nc1Cl	2%	1%	1%	-9%	-3%	-1	-2%	-9
CCN(CC)CCC#CC(O)(c1ccccc1)c1ccccc1	1%	15%	nt	11%	-1%	-4	8%	-5
Cc1nnc2c3ccccc3nc(N3CCN(c4ccccc4)CC3)n12	nt	?	20%	nt	nt	nt	4%	-2
COc1ccc(OCC(=O)Nc2ccc(S(=O)(=O)Nc3nc(C)cc(C)n3)cc2)cc1	-5%	0%	14%	-22%	-5%	9	-5%	-3
CC(=O)Cc1nsc(NC(=O)c2cc(-c3ccc(Cl)c(Cl)c3)oc2C)n1	-6%	-9%	25%	4%	5%	-9	-7%	2
O=C1CC(C(=O)Nc2ccccc2C(=O)O)C(c2ccccc2)O1 (stereo unspecified)	-7%	2%	8%	18%	11%	-9	5%	3
CCn1c(SCC(=O)c2ccc(O)c(O)c2)nnc1-c1ccccc1	-1%	5%	25%	7%	2%	-24	13%	5
COc1ccc(C(=O)NNC(=O)c2cc(C)nc3ccccc23)cc1	3%	9%	-20%	7%	9%	5	-2%	-5
C#CCN(C[C@@H]1[C@@H](OC(=O)NCCCCCC)[C@@H](OC(=O)NCCCCCC)Cn2c(=O)ccc(=O)n21)S(=O)(=O)c1ccc(C)cc1	-1%	0%	20%	4%	-13%	-23	-3%	2
NC(=O)c1nsc(C(=O)N(Cc2ccc(F)cc2)C(C(=O)NC2CCCC2)c2ccco2)c1N (stereo unspecified)	0%	4%	6%	-11%	-1%	1	-2%	-7
O=C(NCCc1c[nH]c2ccccc12)/C(=C\c1ccco1)NC(=O)c1ccco1	9%	11%	nt	-4%	1%	4	19%	1
CCOC(=O)c1cc(-c2cccs2)nn1CCC#N	-2%	-3%	11%	-2%	9%	-20	-4%	1
O=C(OCC(=O)N1CCCCCC1)c1ccc(S(=O)(=O)N2CCOCC2)cc1	9%	-13%	9%	3%	-1%	-6	10%	-3
O=C(CSc1nc2cc(Cl)ccc2s1)NC(=O)NCc1ccco1	-6%	-10%	?	-12%	6%	-6	-22%	-6
COc1ccc(/C=N/NC(=O)C2c3ccccc3-c3ccccc32)cc1	15%	-12%	6%	-2%	14%	0	-7%	-3
O=C(CSc1nnc(NC(=O)c2ccco2)s1)Nc1ccc(F)cc1F	-1%	-1%	nt	-2%	1%	6	11%	5
CC(=O)Nc1ccc(NC(=O)[C@@H]2CCCC[C@@H]2C(=O)O)cc1	5%	-11%	0%	1%	11%	3	12%	16
CCc1ccccc1OCCCCN1CCCCC1	3%	-28%	-4%	10%	3%	-87*	-3%	-15
CCc1cc(=O)oc2cc(OC(C)C(=O)O)c(Cl)cc12 (stereo unspecified)	-10%	11%	-1%	5%	4%	0	3%	3
CC(C)(C)c1ccc(NC(=O)CON=C(N)c2ccccc2)cc1	1%	0%	29%	?	4%	-10	0%	11
CCC1(C)Cc2c(sc(NC(=O)CCC(=O)O)c2C#N)CO1 (stereo unspecified)	-5%	-5%	18%	4%	1%	25	18%	0
CCc1ccc(CN(C)C(=O)c2cc(COc3cccc(C(F)(F)F)c3)on2)nc1	?	?	?	-28%	-7%	-1	-6%	1
O=C1N(C2CCCC2)C[C@@H]2C[C@@H](c3cn[nH]c3-c3ccc(Cl)cc3)N3CCC[C@@]123	-2%	3%	22%	-4%	2%	-2	-11%	-3
Cc1nn(C(=O)c2cccc([N+](=O)[O-])c2)c(C)c1Sc1ccccc1	-2%	?	7%	1%	2%	1	?	1
O=C(Nc1c2c(nn1-c1ccc(F)cc1)CS(=O)(=O)C2)c1ccc(S(=O)(=O)N2CCOCC2)cc1	-1%	0%	0%	-5%	10%	-65*	-1%	-3
COc1ccc(NC(=S)NC(NC(=O)c2ccccc2Cl)C(Cl)(Cl)Cl)c([N+](=O)[O-])c1 (stereo unspecified)	-3%	-18%	-7%	-3%	22%	-25	-12%	-10
O=C(CCn1cnc2ccccc2c1=O)Nc1nc(-c2ccc(Br)cc2)cs1	-3%	7%	-2%	1%	6%	-2	3%	13
Cc1[nH]c(=O)[nH]c(=O)c1Cc1cccc2ccccc12	2%	-8%	-3%	-9%	-4%	14	6%	-5
O=C(N/N=C/c1cccs1)c1cc(-c2cccc3ccccc23)n[nH]1	9%	21%	?	3%	6%	14	-8%	-2
CN1N=C(C(=O)N2CCCC(Nc3ccc(F)c(F)c3)C2)CCC1=O (stereo unspecified)	2%	-2%	nt	7%	2%	6	-2%	-1
O=C(c1ccccc1)N1CCN(CC(O)COC2CCCCC2)CC1 (stereo unspecified)	-7%	-1%	nt	0%	1%	?	-1%	-7
Cc1nc(C(=O)Nc2ccc(F)cc2)nn1-c1ccc([N+](=O)[O-])cc1	4%	-8%	-2%	5%	-1%	-7	-1%	29
CCN(CC(=O)Nc1cc(Cl)ccc1C)C(=O)c1ccc(N2CCCC2=O)cc1	-8%	1%	?	5%	5%	-1	-15%	1
CCCCN1CC(=O)N2Cc3[nH]c4ccccc4c3C[C@H]2C1=O	-3%	10%	0%	7%	6%	8	-8%	-7
COc1ccccc1C(=O)NC(=S)Nc1ccc(S(=O)(=O)N2CCN(C)CC2)cc1	-2%	-17%	11%	-15%	19%	-1	-2%	-2
Oc1c(C(c2ccc(Cl)cc2)N2CCOCC2)sc2nc(-c3ccco3)nn12 (stereo unspecified)	nt	-1%	13%	nt	nt	nt	-11%	-2
CCCNC1=C(N(C(C)=O)c2cccc(F)c2)C(=O)c2ccccc2C1=O	-19%	?	0%	7%	3%	2	-92%[inhibitor]	0
c1ccc(Cn2nnnc2CN2CCCC2)cc1	-4%	-13%	-24%	0%	9%	?	-1%	-32
